Screens as filed in PubChem BioAssay.
TNAP inhibition – human TNAP enzyme inhibitors, biochemical, luminescent (AID 518); purified TNAP enzyme, luminescent substrate readout; higher % means a stronger effect; Alkaline phosphatase, tissue-nonspecific isozyme (Homo sapiens); hit rate 0.09% among 64,000; inhibition, % at 20 µM, or IC50 in µM where a hit was titrated; in the data active means a potency from the dose series; inactive means the rest, 99 in 100 with inhibition below about 22%;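 further: plate controls were vehicle for no effect and reference inhibitor for full effect; many of its hits are not listed in these tables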
HT1080 cytotoxicity – cytotoxicity in HT1080 fibrosarcoma cells, cell-based, fluorescence readout (AID 620). HT1080 viability, fluorescence; higher % means a stronger effect. one-dose cytotoxicity, % at 10 µM; EC50 in µM for titrated hits. hit rate 0.42% among 87,000;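 further: cells exposed to compound overnight then 4 h with Alamar Blue; 0% = vehicle DMSO and 100% = killing control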
LYP phosphatase – LYP phosphatase inhibitors, primary screen, biochemical, DiFMUP fluorescence, recombinant catalytic domain, 10 µM (AID 606). recombinant LYP catalytic domain, DiFMUP fluorescence; higher % means a stronger effect. 52,000 tested, under 10 active. one-dose inhibition, % at 10 µM; IC50 in µM for titrated hits;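 active means IC50 under 40 µM in the dose-response test; inactive means IC50 of 40 µM or more, or never dose-tested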
KRASV12 cytotoxicity – cytotoxicity in KRAS-transformed pancreatic duct cells, primary screen, cell-based, fluorescence, HTS (AID 431); cytotoxicity, % at 10 µM; hits with a dose series show EC50 in µM; hit rate 1.7% among 63,000; HPDE-C7K KRASV12 cells, Alamar Blue viability, 48 h; higher % means a stronger effect;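 active means compounds whose percent cytotoxicity in the single-dose primary screen, scaled between solvent and toxic-drug controls, exceeds 50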;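 further: 0% = DMSO solvent wells and 100% = doxorubicin-treated wells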
Spn PMK inh – S. pneumoniae PMK inhibitors, primary screen, biochemical, mevalonate pathway, pilot trial included; purified PMK, PK/LDH-coupled NADH absorbance 340 nm; inhibition, % at 10 µM; hit rate 0.49% among 65,000; AID 539, 2006;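 active means top-ranked compounds by inhibition in the single 10 µM screen, taking a fixed number of the strongest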;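 further: 0% = full reaction with DMSO carrier and 100% = background rate without enzyme reaction; no value below 0 was filed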
HPDE-C7 viability – cytotoxicity in HPDE-C7 cells, cell-based, fluorescence, HTS (AID 430); hit rate 1.8% among 63,000; one-dose cytotoxicity, % at 10 µM; EC50 in µM for titrated hits; HPDE-C7 pancreatic duct cells viability, fluorescence; higher % means a stronger effect;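 further: cells exposed to compound for 48 hours before viability readout; 0% = vehicle and 100% = reference cytotoxic drug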
Spn MK inh – S. pneumoniae MK inhibitors, primary screen, biochemical, PK/LDH-coupled NADH absorbance | mevalonate kinase [Streptococcus pneumoniae D39] | purified MK, PK/LDH-coupled NADH absorbance 340 nm | inhibition, % at 10 µM | hit rate 0.48% among 65,000 | AID 555, 2006;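 active means ranked among the strongest by inhibition in the single 10 µM screen, a fixed top-ranked set picked for dose follow-up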; further: no value below 0 was filed
Bfl-1 inhibitors – Bfl-1 inhibitors, primary screen, biochemical, fluorescence polarization, FITC-Bid, mouse (AID 432); hit rate 0.02% among 64,000; FITC-Bid BH3 peptide fluorescence polarization displacement; higher % means a stronger effect; Bcl-2-related protein A1 (Mus musculus); displacement, % at 20 µM, or IC50 in µM where a hit was titrated; in the data active means a potency from the dose series; inactive means the rest, 99 in 100 with displacement below about 15%; further: strong numbers were not always called active
Spn DPM-DC inh – S. pneumoniae DPM-DC inhibitors, primary screen, biochemical, PK/LDH-coupled NADH fluorescence; diphosphomevalonate decarboxylase (Streptococcus pneumoniae D39); purified DPM-DC; calls only at 10 µM; hit rate 0.49% among 65,000; AID 556, 2006;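 active means the 320 compounds with the highest percent inhibition in the single-dose primary screen, excluding strongly autofluorescent ones, cut at about 32% in these data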;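 further: kinetic rate of NADH fluorescence loss reporting ADP formed by the decarboxylase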
Spn PMK inh pilot replicates – recorded beside Spn PMK inh, whose call it bears; inhibition, %; measured here: pilot screen replicates
Spn MK inh pilot replicates – second read-out of Spn MK inh, no call of its own (marks repeat the call); inhibition, %; measured here: pilot screen replicates
Spn DPM-DC inh pilot screen % – further read-out of Spn DPM-DC inh, marked with its call; inhibition, %; measured here: pilot screen trials
* hit, by the source's call; i = inactive; x = not tested or not shown. Unless noted, no stated cut-off is given here; in the data, active means cytotoxicity above about 50%; inactive means the rest.

SMILES | TNAP inhibition | HT1080 cytotoxicity | LYP phosphatase | KRASV12 cytotoxicity | Spn PMK inh | HPDE-C7 viability | Spn MK inh | Bfl-1 inhibitors | Spn DPM-DC inh | others
COc1cccc(OCC(=O)NC2CCCCC2)c1 | 14% | -1% | 11% | -3% | 13 | 5% | 1 | 0% | i
COc1ccc(S(=O)(=O)Cc2ccc(C(=O)N3CCN(c4ncccn4)CC3)o2)cc1 | 6% | 3% | 0% | 4% | 8 | -14% | 2 | -3% | i
COc1c(S(=O)(=O)N2CCCC2)ccc(Cl)c1Cl | 3% | -1% | 8% | 2% | 0 | -4% | 12 | -9% | i
COc1ccc(OC)c(C2C(C(C)=O)=C(O)C(=O)N2CCC(=O)O)c1 (configuration not stated) | 12% | -16% | 0% | x | 22 | x | 3 | -8% | i
Cc1cc(C(=O)OCC(=O)Nc2ccc(F)cc2)c(C)o1 | 7% | 2% | -10% | -14% | 0 | -11% | 2 | -2% | i
O=C(COc1ccc2c(c1)CCC2)N1CCc2ccccc21 | 8% | -2% | x | -20% | 13 | -3% | 2 | -2% | i
CCn1c2ccccc2c2nnc(SCN3C(=O)c4ccccc4C3=O)nc21 | 17% | 1% | x | -9% | 4 | 2% | 4 | -8% | i
O=S(=O)(c1cccc(-n2cnnn2)c1)N1CCOCC1 | 9% | -6% | x | 5% | 1 | -11% | 12 | 0% | i
COc1cc(C)c2occ(/C(C)=N\O)c2c1 | 3% | -8% | -7% | -6% | 2 | 4% | 3 | -3% | i
COc1ccc(OC)c(N(CC(=O)NCc2ccccn2)S(C)(=O)=O)c1 | 10% | -2% | 15% | 2% | 0 | 9% | 0 | -6% | i
Cc1ccc2cc(-c3noc(C4CCCCC4)n3)c(=O)[nH]c2c1 | 8% | -1% | 13% | -1% | 0 | -5% | 0 | -1% | x
O=C(CSc1n[nH]c(-c2ccc(S(=O)(=O)N3CCCCC3)cc2)n1)Nc1nccs1 | -9% | 0% | x | -5% | 7 | -28% | 5 | 7% | i
COc1ccc(NC2CC(=O)N(c3cccc(C)c3)C2=O)cc1 (configuration not stated) | 17% | 6% | 16% | 4% | 3 | 2% | 11 | -2% | i
CC1Cc2nc(SCC(=O)N3CCOCC3)n(-c3ccccc3)c(=O)c2S1 (configuration not stated) | 8% | 2% | -2% | -3% | 7 | -4% | 0 | 3% | i
O=S(=O)(/C=C/c1ccccc1)NCCc1ccccn1 | 5% | 27% | x | 4% | 20 | -3% | 7 | 0% | i
CCOC(=O)/C(C#N)=C1/C=C(C)NC(c2ccccc2O)=N1 | -3% | -4% | 2% | 2% | 0 | 10% | 9 | -4% | i
CS(=O)(=O)N(CC(=O)N1CCOCC1)c1ccc2c(c1)OCO2 | 7% | 0% | 8% | -3% | 1 | -4% | 3 | -2% | i
Cc1cc(C)n2nc(SCN3C(=O)c4ccccc4C3=O)nc2n1 | 8% | 2% | 11% | -18% | 19 | -14% | 0 | -2% | i
CCOC(=O)c1ccc2c(c1)nc(SCC(=O)c1ccco1)n2CC | 10% | 5% | x | -6% | 6 | 5% | 0 | -2% | i
COc1ccc(NCc2ccc3c(c2)OCO3)cc1Cl | 2% | 8% | -11% | 12% | 0 | 7% | 1 | 3% | i
CN(C)c1oc(-c2ccccc2Cl)nc1S(=O)(=O)c1ccccc1 | 0% | -4% | 3% | 5% | 0 | -1% | 8 | 9% | i
CCOC(=O)CSc1nc2cc(C)ccc2cc1C#N | 12% | 3% | x | -2% | 14 | 6% | 8 | -6% | i
c1cc(Nc2ncnc3sccc23)cc(-c2nnc3n2CCCCC3)c1 | 2% | 34% | -8% | -27% | 16 | -17% | 2 | 3% | i
Cn1nnnc1SCC(=O)N1c2ccccc2Sc2ccccc21 | 6% | 2% | x | -7% | 7 | -11% | 0 | -6% | i
O=c1c2[nH]c3ccccc3c2ncn1CCN1CCNCC1 | 8% | -4% | 21% | -3% | 13 | 5% | 15 | 3% | i

The list continues:
SMILES | TNAP inhibition | HT1080 cytotoxicity | LYP phosphatase | KRASV12 cytotoxicity | Spn PMK inh | HPDE-C7 viability | Spn MK inh | Bfl-1 inhibitors | Spn DPM-DC inh | others
CC(C)OC(=O)c1cc(NC(=O)C2C3CCC(O3)C2C(=O)O)cc(C(=O)OC(C)C)c1 (configuration not stated) | 7% | 0% | 7% | 0% | 6 | -11% | 2 | -8% | i | Spn PMK inh pilot replicates=0.0;Spn MK inh pilot replicates=0.0;Spn DPM-DC inh pilot screen %=0.0
Cc1ccc(N2CCN(c3cc(C)nc4nc(C)nn34)CC2)c(C)c1 | 4% | -9% | 4% | 5% | 11 | 4% | 6 | 2% | i
CC(C)n1nc(C(=O)Nc2nc3ccc(S(C)(=O)=O)cc3s2)c2ccccc2c1=O | 8% | 0% | 24% | 54%* | 24 | 54%* | 5 | 1% | i | Spn PMK inh pilot replicates=1.0;Spn MK inh pilot replicates=0.0;Spn DPM-DC inh pilot screen %=2.0
CCCCC(=O)Nc1ccc(N2CCN(C(=O)CC)CC2)cc1 | 2% | 6% | 9% | -5% | 0 | -2% | 9 | 2% | i
COc1cc(C(=O)N2CCN(C(=O)C(Cc3cc(C)ccc3C)NC(C)=O)CC2)cc(OC)c1OC (configuration not stated) | 8% | -2% | 5% | -3% | 10 | -17% | 3 | 3% | i
CN1CCN(C(=O)CCC(=O)c2ccc(F)cc2)CC1 | 10% | -1% | 6% | -2% | 11 | -1% | 0 | -7% | i | Spn PMK inh pilot replicates=10;Spn MK inh pilot replicates=0.5;Spn DPM-DC inh pilot screen %=0.0
CCSC1=C(C#N)C2(CCCCC2)C(C#N)=C(N)N1 | 11% | -8% | x | 1% | 19 | -5% | 1 | -1% | i
CCOCCCNC(=O)NC12CC3CC(CC(C3)C1)C2 | 12% | -9% | 5% | -17% | 5 | 0% | 10 | -13% | i
CC12CC(NC(=O)N1c1cccc(C(=O)N3CCN(c4ccccc4)CC3)c1)c1ccccc1O2 (configuration not stated) | 7% | x | 7% | -6% | 16 | -6% | 0 | 0% | i
CCn1c(CCNC(=O)c2cccs2)nnc1SCC(=O)c1ccc(OC)cc1 | 20% | -6% | 3% | -11% | 5 | -11% | 9 | -4% | i | Spn PMK inh pilot replicates=3.0;Spn MK inh pilot replicates=0.5;Spn DPM-DC inh pilot screen %=4.5
COc1nc(N2CCOCC2)nc(-n2cccc2)n1 | 13% | 23% | x | -19% | 4 | -7% | 0 | 2% | i | Spn PMK inh pilot replicates=3.0;Spn MK inh pilot replicates=1.0;Spn DPM-DC inh pilot screen %=3.5
COc1ccc2[nH]cc(C(=O)CN3CCN(C4CCCCC4)CC3)c2c1 | 10% | -1% | x | 4% | 9 | -13% | 5 | -4% | i
COC(=O)c1ccc(C)c(N(CCO)CCO)c1 | 7% | 4% | 3% | -11% | 10 | -6% | 7 | -6% | i
CC1(C)S[C@@H]2[C@H](NC(=O)[C@H](N)c3ccccc3)C(=O)N2[C@H]1C(=O)O | 13% | -1% | 16% | 41% | 7 | 3% | 8 | -4% | i | Spn PMK inh pilot replicates=1.0;Spn MK inh pilot replicates=2.0;Spn DPM-DC inh pilot screen %=1.0
O=C(Nc1cccnc1)c1ccc(COCC(F)(F)F)cc1 | 10% | 8% | -3% | 26% | 2 | 22% | 3 | 1% | i
O=C(NC(Cc1ccccc1)C(=O)OCC(=O)N1CCc2ccccc21)c1ccco1 (configuration not stated) | x | -1% | 10% | x | 3 | x | 0 | x | i
Cn1c(Cc2ccc3c(c2)OCO3)nnc1SCC(=O)N1CCc2ccccc2C1 | 1% | -1% | 5% | -23% | 20 | -22% | 4 | 0% | i
CCN1CCN(C(=O)CN(c2cc(OC)ccc2OC)S(C)(=O)=O)CC1 | 3% | 5% | -3% | -2% | 1 | -1% | 8 | 6% | i
COc1ccc(/C=N/n2c(C)nnc2C)c(OC)c1OC | 7% | -2% | 9% | -2% | 0 | 1% | 3 | -5% | i
Cc1cc2c(s1)c1cnn(Cc3ccccc3F)c(=O)c1n2C | 2% | 3% | x | 4% | 3 | 4% | 4 | -6% | i
O=C(O)c1ccc(-n2nc(C(F)(F)F)c3c2-c2ccoc2CC3)cc1 | 13% | 8% | 8% | 11% | 9 | 8% | 8 | 12% | i | Spn PMK inh pilot replicates=3.5;Spn MK inh pilot replicates=7.0;Spn DPM-DC inh pilot screen %=6.0
CCOC(=O)C1=C(c2ccccc2)Nc2nc(C)nn2C1c1cccc(OC)c1OC (configuration not stated) | 12% | 4% | -10% | 10% | 11 | -7% | 9 | 0% | i | Spn PMK inh pilot replicates=3.0;Spn MK inh pilot replicates=0.0;Spn DPM-DC inh pilot screen %=2.5

Compounds were not picked by outcome. About 3.5% of those tested had a hit in this group.
